MT stabilizer = microtubule stabilizers in HeLa cells, primary screen, imaging, high-content imaging; AID 2205, 2009; hit rate 0.83% among 200,000; % tubulin-high responders, % at 10 µM; HeLa tubulin immunostaining HCS, 24 h; share of cells brighter than vehicle mean+2SD;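 active = plate Z-score above 3 for both tubulin-high and condensed-nucleus cell shares, with cell loss under 80%, at 10 µM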;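 note: anti alpha tubulin signal scored within the nucleus-defined area of each cell; some results filed as inactive read as strong as hits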
Ins promoter up = insulin promoter activators in MIN6 cells, imaging, high-content screening, mouse beta cells | AID 1625, 2009 | MIN6 insulin promoter-GFP reporter; active compounds read high | hit rate 0.3% among 190,000 | z-score at 5 µM;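 active = z-score above 3 at 5 µM with at least 500 cells counted in the well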
T cell modulator = modulators of CD8 T cell-vesicle binding, primary screen, mouse 2C CD8+ T cells, flow cytometry | 2C CD8+ T cell-vesicle binding; active compounds read low | calls only at 7 µM | hit rate 0.068% among 330,000 | AID 2052, 2009;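 active = response, share of CD8 T cells binding vesicles, and their 90th percentile fluorescence all below set limits, cut at about 80% in these data, passing the limit was not always enough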
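Material: murine 2C transgenic CD8+ T lymphocytes / Also added: QL9-peptide-loaded Drosophila micro-vesicles bearing Ld, ICAM-1 and B7-1 / Schedule: binding step 1.5 h, 37 °C, antibody labelling 20 min, ice / Signal: flow cytometry, PE anti-B7-1 (FL2) versus Alexa647 anti-CD8 (FL8), PFA-fixed / Evaluation: percent CD8+ FL2 mean versus row control / Benchmarks: naked versus QL9-loaded vesicles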
Autophagy mod = autophagy modulators in MEF cells, primary screen, imaging, high-content, MEF GFP-LC3; MEF GFP-LC3 puncta imaging; test concentration mostly 10 µM; calls only at 10 µM (by protocol); hit rate 0.98% among 190,000; AID 463193, 2010;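 active = percentage of spot-positive cells more than 3 SD above its plate mean, without a fluorescence outlier flag or 80% toxicity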;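 note: spot-positive cell cutoff set from DMSO-treated cells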
Lipid droplet = inhibitors of hepatocyte lipid droplet formation, primary screen, imaging, high-throughput imaging, BODIPY stain. AML12 mouse hepatocytes, oleate lipid droplets. inhibition, % at 6.5 µM. hit rate 0.4% among 240,000. AID 1656, 2009;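 active = lipid droplet intensity inhibited by at least 50%, with more than 500 cells counted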
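material = mouse AML12 hepatocyte cell line, fixed after treatment | also added = 100 µM oleic acid challenge | doses = compound at 6.5 µM only | schedule = overnight exposure | technique = Image-based BODIPY and DAPI two-channel analysis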
PhoP inhibition = inhibitors of PhoP regulon expression, primary screen, Salmonella Typhimurium, GFP reporter (AID 1863); S. Typhimurium PhoP-regulated promoter GFP reporter, 4 h; higher % means a stronger effect; one-dose inhibition, % at 50 µM; IC50 in µM for titrated hits; hit rate 0.16% among 300,000;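 active = inhibition over 29.93%, a cutoff 3 SD above the screen mean, later confirmed by dose response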;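 note: 0% = low Mg2+ inducing control and 100% = high Mg2+ repressing control; strong numbers were not always called active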
Dynein cargo inh = inhibitors of GR-EGFP nuclear translocation, primary screen, dynein cargo transport inhibitor project, imaging, high-content, 3617.4 mouse cells; hit rate 0.47% among 220,000; test concentration mostly 20 µM; stimulated with dexamethasone, 1 µM; active compounds read low; z-score, hits read low; AID 1381, 2008;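 active = plate z-score of nuclear minus cytoplasmic receptor signal below a set negative limit, without overly bright fluorescence or cell loss, cut at about -3.5 in these data, passing the limit was not always enough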;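 note: z-score of nuclear minus cytoplasmic ring GR-EGFP intensity difference per well; some compounds called inactive have numbers as strong as hits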
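Also added: dexamethasone, 1.0 µM final. Medium: tet-free, stripped-serum medium. Detection: fixed, Hoechst-stained cells imaged at 10x for EGFP. Read-out: nuclear-to-cytoplasmic GR-EGFP distribution per well. Times: induction 48 h, compound 1 h, agonist 30 min.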
CSM14.1 death rescue = rescue of cells from ER stress-induced death, primary screen, 384-well, CSM14.1, thapsigargin, ATP luminescence (AID 1222). CSM14.1 thapsigargin-induced death rescue, ATP luminescence; higher % means a stronger effect. 190,000 tested, under 10 active. cellular ATP content (survival), % at 20 µM, or EC50 in µM where a hit was titrated;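 active = EC50 below 50 µM in the dose-response confirmation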;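 note: death triggered by thapsigargin at about 15 µM added after 2 h compound pretreatment; cell ATP read after overnight thapsigargin exposure of roughly 18 to 22 hours; normalized against plate controls of thapsigargin alone and 5% DMSO vehicle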
bCat nuc transl = modulators of beta-catenin nuclear translocation, primary screen, imaging, HeLa cells, immunofluorescence, high-content | nuclear translocation activity, % at 5 µM | AID 1665, 2009 | hit rate 0.3% among 190,000;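 active = nuclear translocation activity above 50% at 5 µM, with a well cell count of 50 or more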;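 note: per-cell ratio of nuclear to cytoplasmic median beta-catenin stain intensity; plate controls were DMSO negative control for no effect and GSK-3 inhibitor IX positive control for full effect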
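Technique: fluorescence imaging of beta-catenin antibody stain plus DAPI / Material: human HeLa cell line / Incubation: compound treatment 24 h, 37°C, 5% CO2 / Read-out basis: % activation of per-cell nuclear versus cytoplasmic median beta-catenin signal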
Dynein cargo inh cytoplasmic EGFP = recorded beside Dynein cargo inh, whose call it bears; z-score; measured here: cytoplasmic GR-EGFP intensity; active compounds read high
Dynein cargo inh nuclear GR-EGFP = recorded beside Dynein cargo inh, whose call it bears; z-score; measured here: nuclear GR-EGFP intensity;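 lower value marks the stronger effect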
Dynein cargo inh cell count = further read-out of Dynein cargo inh, marked with its call; z-score; measured here: cell count per field
Ins promoter up cell count = further read-out of Ins promoter up, marked with its call; cell count; measured here: cytotoxicity, nuclei count;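 total cells summed across four imaged fields per well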
Lipid droplet cells 6.5 µM = also measured in Lipid droplet; calls as there; cell count; measured here: cell count, cytotoxicity flag;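 cells counted across two imaged fields per well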
bCat nuc transl cell count 5 µM = second read-out of bCat nuc transl, no call of its own (marks repeat the call); cell count; measured here: cell count, cytotoxicity flag
T cell modulator vesicle-bound % = also measured in T cell modulator; calls as there; double positive events, %; measured here: CD8+ vesicle-bound cell fraction;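 binding gate set so that unloaded-vesicle control wells show 10% double positive cells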
MT stabilizer Hoechst-high % = recorded beside MT stabilizer, whose call it bears; % Hoechst-high responders; measured here: nuclear condensation Hoechst responders;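 share of cells brighter than vehicle mean plus two SD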
MT stabilizer cytotoxicity % = recorded beside MT stabilizer, whose call it bears; toxicity, %; measured here: cytotoxicity by cell density;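 0% = mean cell density of plate MIN control wells and 100% = no cells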
Autophagy mod cell loss 18 h = recorded beside Autophagy mod, whose call it bears; toxicity, %; measured here: cell loss, nuclei count;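 cell loss after 18 h compound exposure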
* hit, by the source's call; i = inactive; · = no result given.

SMILES | MT stabilizer | MT stabilizer Hoechst-high % | MT stabilizer cytotoxicity % | Ins promoter up | Ins promoter up cell count | T cell modulator | T cell modulator vesicle-bound % | Autophagy mod | Autophagy mod cell loss 18 h | Lipid droplet | Lipid droplet cells 6.5 µM | PhoP inhibition | Dynein cargo inh | Dynein cargo inh cytoplasmic EGFP | Dynein cargo inh nuclear GR-EGFP | Dynein cargo inh cell count | CSM14.1 death rescue | bCat nuc transl | bCat nuc transl cell count 5 µM
CC1CCN(C(=O)CSc2ccc(-c3ccccc3)nn2)CC1 | 2.2 | 2.4 | 8.0 | 0.96 | 1263 | i | 45 | i | 7 | 5 | 738 | -5% | -0.75 | -0.25 | -0.26 | 0.83 | · | -1.3 | 1139
O=S(=O)(N/N=C\c1c(F)cccc1Cl)c1ccc(Cl)cc1 | 3.4 | 1.2 | 5.3 | · | · | i | 49 | i | -26 | · | · | -4% | 0.3 | -0.2 | -0.001 | -1.3 | -2.2% | · | ·
O=C(CCS(=O)(=O)c1ccc(Br)cc1)NCc1cccs1 | 4.0 | 2.1 | 5.9 | 1.7 | 1224 | i | 56 | i | -8 | 0 | 780 | -1% | 0.26 | -0.18 | 0.27 | 0.65 | -1.9% | 0.3 | 917
Cc1cc(NC(=O)c2cc(-c3ccccc3)on2)n(-c2ccccc2)n1 | 3.1 | 2.1 | 1.8 | 0.24 | 1227 | i | 33 | i | -9 | 5 | 635 | 0% | -0.041 | -0.18 | -0.048 | 0.89 | -2.9% | · | ·
CN(C)/C=C(\C#N)C(N)=C(C#N)C#N | 3.8 | 3.0 | 14 | 0.36 | 1347 | i | 46 | i | 7 | 6 | 711 | -2% | -0.91 | -0.33 | -0.34 | 1.7 | 0.2% | -2.4 | 1042
O=C(c1ccco1)N1CCN(S(=O)(=O)c2ccc(S(=O)(=O)NC3CC3)cc2)CC1 | 1.4 | 2.2 | 9.1 | -0.36 | 1038 | i | 35 | i | 1 | · | · | -4% | 0.087 | -0.19 | -0.1 | 0.18 | -1.8% | -0.4 | 1132
Cc1cc2c(=O)oc(-c3ccccc3Br)nc2s1 | · | · | · | -0.15 | 1075 | · | · | · | · | -2 | 649 | -10% | 0.13 | -0.26 | 0.2 | 0.28 | · | 1.6 | 1225
Cc1cc(C)n(CCc2nc(-c3ccc(F)cc3)cs2)n1 | 2.3 | 2.4 | 4.4 | 0.98 | 1266 | i | 46 | i | 9 | -32 | 736 | 13% | -0.7 | 0.23 | -0.54 | 0.14 | -0.1% | 0.1 | 547
COC(=O)C1(S(=O)(=O)c2cccc3nsnc23)CC1 | 5.6 | 1.4 | 11 | 0.08 | 1211 | i | 23 | i | -4 | 16 | 713 | -2% | 0.64 | -0.17 | 1 | 0.034 | 0.9% | -1.8 | 1251
NC(=O)c1ncc(C(F)(F)F)cc1Oc1ccc(F)cc1 | 1.6 | 1.0 | 7.1 | 0.13 | 889 | i | 41 | i | -5 | 4 | 693 | 14% | -0.38 | -0.14 | -0.35 | 0.41 | -0.9% | · | ·
CC(C)(C)NS(=O)(=O)CC12CCC(CC1=O)C2(C)C (stereo unspecified) | 1.0 | 0.9 | 7.2 | 0.07 | 826 | i | 4 | i | -4 | -12 | 771 | -2% | -0.41 | -0.16 | 0.15 | 0.24 | 5.5% | -6.8 | 1111
Cc1cccc2cc(CN(Cc3ccco3)C(=O)N3CCCC3)c(=O)[nH]c12 | · | · | · | -1.1 | 1300 | · | · | · | · | 9 | 745 | · | · | · | · | · | -3.2% | -2.6 | 1226
N#Cc1cccc(-n2c(-c3ccccc3)nnc2-c2ccccc2)c1C#N | 3.6 | 1.5 | 9.4 | -0.98 | 1356 | i | 45 | i | 1 | 12 | 733 | -7% | -0.3 | -0.21 | 0.14 | -0.17 | -2.7% | · | ·
COC(=O)c1ccc(OC)c(CSc2nnc(COc3ccc(OC)cc3)o2)c1 | 2.7 | 3.6 | 9.5 | 0.18 | 1708 | i | 24 | i | 7 | -19 | 652 | 8% | 0.15 | -0.18 | 0.64 | 0.73 | -2.0% | -1.3 | 1007
O=C(NCCc1c[nH]c2ccccc12)c1cnc2n(c1=O)CCS2 | 2.5 | 2.6 | 2.7 | -0.08 | 1279 | i | 43 | i | 7 | 10 | 732 | -3% | 0.15 | -0.12 | 0.2 | -0.059 | -0.2% | -4.2 | 1251
Cc1ccc(C2(C)NC(=O)N(CC(=O)Nc3ccc4[nH]c(=O)[nH]c4c3)C2=O)cc1 (stereo unspecified) | · | · | · | 2.2 | 889 | i | 14 | · | · | -1 | 620 | 5% | 1.8 | -0.43 | 1 | -1.6 | · | 0.6 | 1307
CN(Cc1nc(Cc2cccc(F)c2)no1)CC1CCOCC1 | 4.7 | 1.8 | 4.3 | 0.2 | 1442 | i | 48 | i | 8 | 2 | 641 | 4% | -0.34 | -0.28 | -0.41 | 0.33 | -1.2% | -0.7 | 1455
Cc1c(CCOC(=O)C23CC4CC(CC(C)(C4)C2)C3)sc[n+]1Cc1ccccc1 | 3.9 | 2.2 | 3.3 | -1.1 | 711 | i | 30 | i | 10 | · | · | -1% | -1.3 | -0.18 | 0.057 | 0.8 | -2.0% | -0.3 | 1467
COc1ccc(CCNC(=O)c2cc3c(=O)n(C)c4ccccc4c3n2C)c(OC)c1 | · | · | · | -0.81 | 889 | i | 14 | · | · | 0 | 711 | -13% | -0.85 | -0.25 | -0.071 | 1.3 | · | 0.4 | 1295
Cc1cccc2cc(CN(CCCO)C(=O)Nc3ccc(Cl)cc3)c(=O)[nH]c12 | 4.0 | 1.9 | 8.9 | -0.5 | 974 | · | · | i | -18 | 15 | 711 | -5% | -0.12 | -0.083 | 0.24 | 0.34 | -1.5% | -1.6 | 1189
Cc1oc(-c2ccccc2)cc1C(N)=O | 2.6 | 3.3 | 9.0 | · | · | i | 38 | i | 0 | -10 | 740 | -11% | 2.5 | -0.17 | 1.6 | -1.3 | 1.5% | -1.5 | 1156
COC(=O)c1c(-c2cccc(OC)c2)csc1N | 5.3 | 2.9 | 4.0 | · | · | i | 55 | i | 15 | -11 | 663 | 13% | 0.38 | -0.21 | 0.39 | -0.036 | · | -0.3 | 1079
C=CCNC(=O)CCCCCNS(=O)(=O)c1ccc(OC)cc1 | 2.1 | 2.0 | 15 | -0.35 | 1562 | i | 2 | i | 47 | · | · | 9% | 0.54 | 0.33 | 0.41 | -0.94 | -1.1% | -0.9 | 1453
CCCOc1ccc(OCCSc2ncccn2)cc1 | 6.2 | 0.9 | 76 | 0.42 | 1976 | i | 52 | i | -4 | -4 | 691 | 4% | 1.2 | -0.26 | 0.95 | 0.24 | -1.7% | -0.6 | 1077
O=C(Nc1cccc(-c2nc3ccccc3[nH]2)c1)c1ccco1 | 5.1 | 2.0 | 4.0 | -0.49 | 1399 | i | 8 | i | 10 | · | · | -7% | -0.46 | -0.13 | 0.11 | 0.065 | -0.6% | -9.4 | 1038
O=C1NCC(COCc2ccccc2)O1 (stereo unspecified) | 4.3 | 2.1 | 9.7 | -0.19 | 1155 | i | 35 | i | -12 | -4 | 695 | 0% | 1.8 | 0.62 | 1.3 | 0.15 | · | · | ·
CN(C)c1ccnc(Nc2ccc(F)cc2)c1C#N | 1.8 | 1.1 | 0.1 | 0.72 | 1387 | i | 61 | i | -35 | 2 | 638 | -3% | 0.88 | -0.098 | 0.44 | -1.2 | 1.9% | -2.1 | 1118
CN(C)CCCN=Cc1c(O)n(Cc2ccccc2)c(=O)c2ccccc12 | 4.8 | 3.0 | 0.3 | 0.41 | 839 | i | 34 | i | -2 | -6 | 780 | 7% | -0.033 | -0.058 | 0.013 | 1.4 | -4.0% | -2.8 | 1054
N#CCCSCc1ccc(C(=O)O)o1 | 4.0 | 2.0 | 6.4 | -0.24 | 1269 | i | 34 | i | -5 | -3 | 678 | 8% | 0.24 | -0.06 | 0.29 | 0.76 | · | -1.8 | 1109
Cc1ccc(S(=O)(=O)N2CCOCC2)cc1NC(=O)COC(=O)C1COc2ccccc2O1 (stereo unspecified) | 3.0 | 2.4 | 10 | 0.25 | 1398 | i | 43 | i | 0 | 15 | 556 | -1% | 0.042 | -0.25 | 0.07 | 1 | -3.0% | -1.0 | 973

Screens as filed in PubChem.
